High-throughput results deposited in PubChem by several laboratories.
PMI inhibitors: inhibitors of human PMI, primary screen, biochemical, fluorescence intensity, coupled assay (AID 1209). purified PMI enzyme, coupled fluorescence intensity; higher % means a stronger effect. one-dose inhibition, % at 20 µM; IC50 in µM for titrated hits. actives 0.42% (n = 190,000);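 also: plate controls were DMSO vehicle for no effect and wells lacking substrate for full effect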
XIAP displacement: XIAP antagonists, biochemical, IAP family, fluorescence polarization (AID 1018); XIAP BIR domain, fluorescence polarization peptide displacement; higher % means a stronger effect; one-dose displacement, % at 20 µM; IC50 in µM for titrated hits; actives 0.007% (n = 200,000); in the data active = displacement above about 50%; also: a part of the inactive calls stands beside numbers as strong as those of hits
TNAP activation fold: human TNAP enzyme activators, primary screen, biochemical, luminescent, no phosphate acceptor, uHTS (AID 1001); one-dose activation fold at 20 µM; EC50 in µM for titrated hits; actives 0.03% (n = 200,000); purified TNAP, luminescent activation assay, no phosphate acceptor; higher activation fold means a stronger effect; in the data active = activation fold from about 3, or a potency from the dose series; inactive = the rest, 99 in 100 with activation fold below about 1.6; also: many of its hits are not listed in these tables
Siah-1 displacement: Siah-1 peptide-binding antagonists, primary screen, biochemical, fluorescence polarization, rhodamine-plectin, uHTS (AID 1817) | actives 0.02% (n = 290,000) | Siah-1 / rhodamine-plectin peptide fluorescence polarization; higher % means a stronger effect | displacement, % at 20 µM, or IC50 in µM where a hit was titrated;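 active = displacement of at least 50% at 20 µM, with a fluorescence ratio check between 0.3 and a set limit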;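 also: plate controls were Siah plus tracer with DMSO for no effect and tracer alone without Siah for full effect; strong numbers were not always called active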
Myeloid diff MLP: myeloid differentiation induction. AID 624256. calls only at 10 µM. actives 1% (n = 360,000). ER-HoxA9 myeloid progenitors, lysozyme-GFP differentiation, flow cytometry;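 active = normalized GFP-positive differentiation at or above the plate's own cutoff, the solvent-only control mean plus 3 SD; inconclusive = no clear call, values can overlap the other calls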;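 also: cells exposed to compound for four days before flow analysis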
human PMI inhibitors: human PMI inhibitors, high substrate, primary screen, biochemical, fluorescence intensity, high mannose 6-phosphate (AID 1220). recombinant PMI enzyme, coupled fluorescence intensity; higher % means a stronger effect. inhibition, % at 20 µM; hits with a dose series show IC50 in µM. actives 0.66% (n = 190,000)
RSV CPE inhibition: RSV antiviral activity via CPE protection, HEp-2 cells, primary 10 µM value included (AID 2391); HEp-2 cells, RSV-induced CPE inhibition; higher % means a stronger effect; one-dose CPE inhibition, % at 10 µM; IC50 in µM for titrated hits; actives 0.13% (n = 310,000); in the data active = a potency from the dose series; inconclusive = CPE inhibition mostly from about 23% at the one dose, without a potency; inactive = the rest, 99 in 100 with CPE inhibition below about 21%; also: strong numbers were not always called active
WT yeast gro inh: growth inhibition of WT yeast, mitochondrial fusion screen; AID 1362; mitochondrial fusion phenotypic screen, WT strain; actives 2.1% (n = 190,000); inhibition, % at 10 µM; in the data active = inhibition above about 58%; tested in S. cerevisiae
Salmonella PhoP GFP: PhoP-dependent GFP reporter repression – Salmonella Typhimurium, primary screen (AID 1863) | actives 0.16% (n = 300,000) | one-dose inhibition, % at 50 µM; IC50 in µM for titrated hits | S. Typhimurium PhoP-regulated promoter GFP reporter, 4 h; higher % means a stronger effect;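 active = inhibition over 29.93%, a cutoff 3 SD above the screen mean, later confirmed by dose response; inconclusive = inhibition over 29.93% but no dose response follow-up; inactive = inhibition at most 29.93% or unconfirmed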;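 also: 0% = low Mg2+ inducing control and 100% = high Mg2+ repressing control; strong numbers were not always called active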
WT yeast gro inh mutant strain: second read-out of WT yeast gro inh, no call of its own (marks repeat the call); inhibition, %; mitochondrial fusion phenotypic screen, mutant strain inhibition
Myeloid diff MLP GFP+ MAC1+ %: recorded beside Myeloid diff MLP, whose call it bears; GFP+ MAC1+ double positive, %; measured here: differentiation confirmed by MAC1 staining
Numbers without * were called inactive; i = inactive; ? = inconclusive; / = not tested or not shown. Rule as the data show it, unless noted: active = inhibition above about 50%; inactive = the rest.

No.	SMILES	PMI inhibitors	RSV CPE inhibition	Siah-1 displacement	Myeloid diff MLP	WT yeast gro inh	Myeloid diff MLP GFP+ MAC1+ %	XIAP displacement	Salmonella PhoP GFP	WT yeast gro inh mutant strain	human PMI inhibitors	TNAP activation fold
1	Cc1cc(C)c(C(=O)/C=C/c2ccc3c(c2)OCO3)c(=O)[nH]1	-4.2%	2.8%	1.0%	i	-4.1	0.2	-11.5%	-0.7%	8.2	3.0%	1
2	O=C(CNC(=O)c1cccs1)OCC(=O)c1ccc(Cl)cc1	2.7%	0.7%	3.4%	i	8.2	0.5	-3.1%	2.4%	-2.4	-3.2%	1
3	CC(C)CN(CC(C)C)C(=O)Cc1coc2ccc3ccccc3c12	6.1%	6.8%	-4.2%	i	-9.0	0.3	-6.7%	2.9%	-5.7	-2.5%	1.1
4	COc1ccc(/C=C/C(=O)N/C(=C\c2ccco2)C(=O)NCCc2nc3ccccc3[nH]2)cc1	6.5%	3.8%	7.3%	i	-10.9	0.9	-7.1%	-14.4%	9.7	-2.0%	1.1
5	CCCN1CCC(=O)N([C@H](CSc2ccc(OC)cc2)c2ccccc2)CC1	/	-1.9%	13.3%	?	/	/	/	-0.8%	/	/	/
6	COc1ccc(OC)c(CN2CCC(N3CCC(C(=O)NC4CC4)CC3)CC2)c1	/	-0.4%	5.1%	i	/	0.8	/	-8.2%	/	/	/
7	CCOC(=O)N/N=C(\c1ccccc1)C(O)c1ccccc1 (stereo not given)	-1.1%	-0.3%	-0.7%	i	-24.2	0.4	-5.1%	-6.0%	-8.8	-5.7%	1
8	Nc1ccc(C(=O)NC23CC4CC(CC(C4)C2)C3)cc1	/	0.9%	-8.7%	i	/	0.4	/	-3.4%	/	/	/
9	O=C(NC1CCOCC1)C1CCC(=O)N(Cc2cccc(C(F)(F)F)c2)C1 (stereo not given)	/	2.5%	-0.1%	i	/	1.5	/	6.7%	/	/	/
10	CCOc1ccc(C(F)(F)F)cc1NC(C)=O	-8.8%	2.8%	-0.2%	i	4.2	1.5	-3.6%	25.0%	1.9	-0.7%	1
11	Cc1c(O)ccc(C(=O)CN2CCN(c3ccc(F)cc3)CC2)c1O	/	1.2%	-3.6%	i	/	5.1	/	-0.6%	/	/	/
12	CN(CC(=O)N1CCN(Cc2ccccc2)CC1)S(=O)(=O)c1ccc(F)cc1	/	1.2%	17.8%	i	/	0.2	/	-3.8%	/	/	/
13	Cc1cccc(C2=N/C(=C\c3cccs3)C(=O)O2)c1	5.9%	-0.6%	2.9%	?	-6.1	/	-7.8%	3.7%	-2.0	12.1%	1
14	Cc1nnc2c3ccccc3c(-c3ccc(O)cc3)nn12	-1.0%	-1.2%	1.7%	i	-4.0	0.6	-1.3%	3.6%	-3.7	-5.5%	0.8
15	Cc1ccc(NC(=O)CSc2nc3c(c(=O)n(C)c(=O)n3C)n2C)cc1	/	2.4%	-0.4%	i	/	2.8	/	-10.5%	/	/	/
16	CCOc1ccccc1OCC(=O)OCC(=O)NNC(=O)c1ccc([N+](=O)[O-])cc1	/	3.8%	1.1%	i	/	1.5	/	-9.8%	/	/	/
17	CC1CCCN(C(=O)C2CCN(CC3CC=CCC3)CC2)C1 (stereo not given)	9.8%	-1.3%	4.5%	i	0.1	0.6	-3.1%	-3.3%	-7.1	8.7%	1.1
18	Cc1cc2oc(=O)cc(C)c2c(=O)o1	4.1%	2.5%	-0.9%	i	14.7	0.6	-7.6%	3.2%	-50.7	6.4%	1.1
19	O=C(Nc1ccc(Cl)cn1)c1cccc(OCc2ccccc2)c1	/	0.6%	-3.1%	i	/	0.5	/	7.3%	/	/	/
20	O=C1CC(c2cc([N+](=O)[O-])ccc2Cl)c2c(ccc3ccccc23)N1 (stereo not given)	6.9%	0.4%	6.9%	i	5.3	0.7	-1.0%	-8.1%	9.7	12.2%	1.1
21	CC(=O)CSc1nc2c(c(=O)[nH]c(=O)n2C)n1Cc1cccc(Br)c1	/	3.2%	5.0%	i	/	0.5	/	3.1%	/	/	/
22	CC(C)C(=O)N1CCC(c2nc(-c3ccc(S(=O)(=O)N4CCN(C)CC4)cc3)no2)CC1	-1.4%	0.1%	-0.4%	i	-10.2	0.3	10.5%	-1.4%	-1.4	4.8%	1.1
23	Cc1ccsc1C(=O)OCC(=O)Nc1c(Cl)cccc1C(F)(F)F	0.1%	0.4%	33.9%	i	-6.2	1.6	4.3%	17.7%	-17.7	-2.5%	1.1
24	Cc1nn(C)c(C)c1S(=O)(=O)N1CCC(C(=O)NCC2COc3ccccc3O2)CC1 (stereo not given)	-2.5%	-1.4%	-0.6%	i	-4.2	3.0	-5.3%	1.2%	8.4	5.4%	0.8
25	O=C(NC(=S)Nc1ccc2[nH]ncc2c1)c1ccccc1	13.2%	1.1%	-3.4%	i	-7.3	0.6	-5.6%	5.0%	7.8	2.8%	1.1
26	Cc1cc(C)c2cc(CN(CC3CCCO3)S(=O)(=O)c3ccc4c(c3)OCCO4)c(=O)[nH]c2c1 (stereo not given)	1.0%	-1.1%	4.8%	i	6.6	3.1	-0.6%	-0.1%	-17.3	6.9%	1.1
27	O=C(Nc1ccccc1)N1CCCC(CNS(=O)(=O)Cc2ccccc2)C1 (stereo not given)	-3.5%	-0.1%	-1.5%	i	-4.3	0.5	-4.3%	-8.0%	3.4	0.3%	1.1
28	Cc1nn(-c2ccccc2)c(C)c1C(=O)OCC(=O)Nc1ccc2c(c1)OCO2	-7.6%	18.8%	3.2%	i	-4.6	1.8	-0.8%	10.1%	-11.6	-6.8%	1.1
29	Nn1c(Cc2ccc(F)cc2)n[nH]c1=S	10.1%	0.3%	-4.1%	i	-11.7	0.9	-5.1%	1.6%	15.2	14.8%	1
30	COc1cc(Cl)c(CC(=O)c2c[nH]c3ccccc23)cc1OC	/	1.1%	-0.9%	i	/	0.7	/	-8.0%	/	/	/
31	Cc1cc(NC(=O)COc2ccc(C)c(C)c2)no1	/	0.9%	-3.2%	i	/	0.5	/	2.1%	/	/	/
32	CCS(=O)(=O)N1Cc2ccccc2CC1C(=O)Nc1ccc(OC)cc1 (stereo not given)	-6.8%	0.3%	-3.1%	i	-2.4	0.6	0.3%	-6.1%	0.5	11.2%	1.2
33	C=C(C)c1cccc(C(C)(C)NC(=O)NCCN(CC)CC)c1	4.1%	1.0%	21.0%	i	-0.7	0.7	8.1%	5.3%	9.7	5.3%	1.1
34	CCCCCN(C(=O)NC(=O)NC(C)CC)S(C)(=O)=O (stereo not given)	-7.4%	-0.1%	4.4%	i	-4.8	3.0	-2.7%	0.1%	-4.0	-3.8%	1.2
35	OC1CCN(C(c2ccc3ncccc3c2)c2nnnn2C2CCCCC2)CC1 (stereo not given)	-5.2%	1.8%	-2.3%	i	0.2	4.4	0.0%	-8.0%	8.6	0.4%	1.1
36	COc1ccc(-c2noc(CN(C(=O)C(C)(C)C)C(C)C)n2)cc1	15.9%	1.5%	-1.0%	i	-0.6	0.5	-4.9%	-1.5%	-26.9	11.8%	1.1
37	COC(=O)CCC(=O)N1CN2CN(C(=O)CCC(=O)OC)CC([N+](=O)[O-])(C2)C1	/	-0.6%	-7.8%	i	/	0.4	/	-5.2%	/	/	/
38	CO/N=C/C(c1ncc(C(F)(F)F)cc1Cl)S(=O)(=O)c1ccccc1 (stereo not given)	/	2.4%	2.0%	i	/	3.5	/	-6.6%	/	/	/
39	O=[N+]([O-])c1ccc(Cl)c(C2Nc3cccc4cccc(c34)N2)c1	42.4%	0.7%	3.0%	i	8.5	2.2	-3.8%	6.8%	16.4	60.2%*	1.1
40	CC(C)N1CCNCC1	-3.0%	0.1%	2.5%	i	14.3	0.1	-3.9%	15.2%	7.1	1.5%	1.1
41	COc1ccc(NC(=O)CN2CCN(C(=O)C3CCCO3)CC2)c(OC)c1 (stereo not given)	/	1.6%	-0.4%	i	/	0.8	/	-1.1%	/	/	/
42	COc1cccc(NC(=O)c2ccn(C)n2)c1	-18.0%	0.2%	-2.7%	i	6.6	0.5	-3.4%	-2.8%	-5.1	-16.6%	1
43	Cc1ccc(NC(=O)c2ccc3c(c2)[nH]c(=O)n3C(C)C)cc1	-5.8%	11.9%	3.8%	i	2.4	1.0	-5.6%	0.5%	-1.1	-1.9%	1.1
44	Cc1cc(OC(C)C(=O)NC2CC(C)(C)NC(C)(C)C2)c2c(C)cc(=O)oc2c1 (stereo not given)	/	-1.0%	-1.9%	i	/	4.7	/	7.7%	/	/	/
45	Cc1ccc(NC(=O)c2cc(CC(C)C)nc3ccccc23)cc1	/	9.9%	-2.0%	i	/	0.0	/	2.8%	/	/	/
46	COc1ccc(Cc2nnc(NC(=O)C3CC(=O)N(c4ccccc4)C3)s2)cc1OC (stereo not given)	/	0.8%	-6.0%	i	/	5.2	/	0.9%	/	/	/
47	COC(=O)Cn1cc(C(=O)OC)c2ccccc21	8.9%	0.8%	-3.7%	i	10.0	0.4	-0.2%	2.7%	13.4	4.2%	1.1
48	CCN(Cc1ccccc1)S(=O)(=O)c1ccc(F)cc1	/	-0.7%	7.7%	i	/	0.3	/	5.3%	/	/	/
49	O=C(NC1CCCC1)C(c1ccc(F)cc1)N(Cc1ccc(Cl)cc1)C(=O)CCl (stereo not given)	-6.1%	-2.1%	-0.3%	i	6.2	0.8	-5.6%	0.1%	-6.3	-12.2%	1
50	Cc1nnc2nc(-c3ccccc3)nc(-c3ccccc3)n12	/	3.6%	1.6%	i	/	0.3	/	-8.0%	/	/	/

Ordered by SMILES length (smallest number first): 3 of the compounds above.
No.	SMILES	PMI inhibitors	RSV CPE inhibition	Siah-1 displacement	Myeloid diff MLP	WT yeast gro inh	Myeloid diff MLP GFP+ MAC1+ %	XIAP displacement	Salmonella PhoP GFP	WT yeast gro inh mutant strain	human PMI inhibitors	TNAP activation fold
40	CC(C)N1CCNCC1	-3.0%	0.1%	2.5%	i	14.3	0.1	-3.9%	15.2%	7.1	1.5%	1.1
30	COc1cc(Cl)c(CC(=O)c2c[nH]c3ccccc23)cc1OC	/	1.1%	-0.9%	i	/	0.7	/	-8.0%	/	/	/
39	O=[N+]([O-])c1ccc(Cl)c(C2Nc3cccc4cccc(c34)N2)c1	42.4%	0.7%	3.0%	i	8.5	2.2	-3.8%	6.8%	16.4	60.2%*	1.1

human PMI inhibitors, what is marked active above
nr	mol	PMI inhibitors	RSV CPE inhibition	Siah-1 displacement	Myeloid diff MLP GFP+ MAC1+ %	XIAP displacement	Salmonella PhoP GFP	WT yeast gro inh mutant strain	human PMI inhibitors	TNAP activation fold
39	O=[N+]([O-])c1ccc(Cl)c(C2Nc3cccc4cccc(c34)N2)c1	42.4%	0.7%	3.0%	2.2	-3.8%	6.8%	16.4	60.2%*	1.1
